M4 PAM = human M4 muscarinic receptor positive allosteric modulators, primary screen, CHO-K1 cells, Fluo-8 calcium fluorescence; Muscarinic acetylcholine receptor M4 (Homo sapiens), P08173; 0.4% of 360,000 active; CHO-K1 hM4/Gqi5, ACh EC20; 0% = ACh EC20, 100% = maximal ACh; activation, % at 3 µM;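 active = activation above its plate's cutoff, the mean activation of sample wells plus 3 SD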; also: some results filed as inactive read as strong as hits
CHRM1 antagonist = human M1 muscarinic receptor antagonists, primary screen, CHO-K1 cells, Fluo-8 calcium fluorescence, 1536-well; Muscarinic acetylcholine receptor M1 (Homo sapiens), P11229; CHO-K1 hM1, ACh EC80 antagonist; inhibition, % at 3 µM; 1.3% of 360,000 active; AID 588852, 2011;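 active = percent inhibition above its own plate's cutoff, namely the mean of that plate's compound wells plus 3 SD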;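 also: peak over basal fluorescence ratio during 140 s after agonist addition; 0% = ACh EC80 plus DMSO and 100% = DMSO alone without agonist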
Target sequence (P11229 whole entry, looked up): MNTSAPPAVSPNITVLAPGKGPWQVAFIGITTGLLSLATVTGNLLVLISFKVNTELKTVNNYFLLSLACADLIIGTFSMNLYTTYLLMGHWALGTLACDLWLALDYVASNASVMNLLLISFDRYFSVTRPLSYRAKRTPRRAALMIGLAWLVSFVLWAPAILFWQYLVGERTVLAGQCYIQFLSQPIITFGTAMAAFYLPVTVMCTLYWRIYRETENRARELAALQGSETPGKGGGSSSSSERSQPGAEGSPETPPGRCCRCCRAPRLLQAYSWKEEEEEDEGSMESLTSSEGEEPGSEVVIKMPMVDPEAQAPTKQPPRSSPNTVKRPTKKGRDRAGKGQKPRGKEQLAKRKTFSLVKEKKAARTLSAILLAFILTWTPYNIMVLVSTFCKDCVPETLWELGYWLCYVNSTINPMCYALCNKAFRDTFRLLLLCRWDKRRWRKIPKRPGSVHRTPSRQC
M4 ag = human M4 muscarinic receptor agonists, primary screen, CHO-K1 cells, Fluo-8 calcium fluorescence; AID 624127, 2012; activation, % at 3 µM; 0.14% of 360,000 active; CHO-K1 hM4/Gqi5; vehicle 0%, full acetylcholine response 100%;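 active = activation above the run mean over all test wells plus 3 SD, cut at about 32% in these data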;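 also: peak over basal fluorescence ratio per well then scaled between controls; 0% = DMSO wells and 100% = acetylcholine at EC100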
M5 antag = human M5 muscarinic receptor antagonists, primary screen, CHO cells, Fluo-8 calcium fluorescence. Muscarinic acetylcholine receptor M5 (Homo sapiens), P08912. CHO-hM5 cells, ACh EC80. inhibition, % at 3 µM. 0.59% of 360,000 active. AID 624040, 2012;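 active = inhibition above a per-plate cutoff, the mean of that plate's test compounds plus 3 SD, cut at about 27% in these data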;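 also: 0% = acetylcholine EC80 with DMSO and 100% = DMSO without agonist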
Target sequence (P08912 whole entry, looked up): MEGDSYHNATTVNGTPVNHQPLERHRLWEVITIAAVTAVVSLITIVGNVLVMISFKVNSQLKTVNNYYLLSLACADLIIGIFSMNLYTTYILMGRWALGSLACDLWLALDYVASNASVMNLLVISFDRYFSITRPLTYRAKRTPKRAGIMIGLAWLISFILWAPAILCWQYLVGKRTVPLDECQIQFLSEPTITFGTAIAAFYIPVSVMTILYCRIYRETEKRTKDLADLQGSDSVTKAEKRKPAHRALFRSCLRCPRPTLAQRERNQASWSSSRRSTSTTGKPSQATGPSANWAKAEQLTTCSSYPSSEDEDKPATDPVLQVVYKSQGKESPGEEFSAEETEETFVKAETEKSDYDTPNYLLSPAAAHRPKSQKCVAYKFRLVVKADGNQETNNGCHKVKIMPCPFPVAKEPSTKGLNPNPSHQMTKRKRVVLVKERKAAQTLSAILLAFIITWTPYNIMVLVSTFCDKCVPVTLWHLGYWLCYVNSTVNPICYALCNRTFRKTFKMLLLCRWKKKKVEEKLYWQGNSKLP
M5 PAM = human M5 muscarinic receptor positive allosteric modulators, primary screen, CHO-K1 cells, Fluo-8 calcium fluorescence; Muscarinic acetylcholine receptor M5 (Homo sapiens), P08912; CHO-K1 hM5, ACh EC20 PAM; 0% = ACh EC20, 100% = ACh EC100; activation, % at 3 µM; 0.3% of 360,000 active; AID 624038, 2012;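 active = activation above the run cutoff, the mean activation of all test compounds plus 3 SD, cut at about 18% in these data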
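Assay system: CHO-K1 hM5 cells / Incubation: Fluo-8 loading 80 min at 37 °C plus 30 min room temperature / Technique: Fluo-8 calcium dye fluorescence, kinetic read / Repeats: single replicate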
CHRM5 agonist = human M5 muscarinic receptor agonists, primary screen, CHO-K1 cells, Fluo-8 calcium fluorescence; Muscarinic acetylcholine receptor M5 (Homo sapiens), P08912; CHO-K1 hM5 cells; 0% DMSO wells, 100% maximal acetylcholine response; activation, % at 3 µM; 0.19% of 360,000 active; AID 624037, 2012;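 active = activation above the run's mean over test compounds plus 3 SD, cut at about 23% in these data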;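 also: signal is peak over basal fluorescence ratio across the kinetic read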
CRFBP-R2 agonist = agonists of CRF-BP/CRF-R2 complex, primary screen, cell-based, HEK293, calcium dye fluorescence, uHTS. calcium dye fluorescence (FLIPR); percent of saturating CRF peptide response. activation, % at 13.2 µM. 0.46% of 350,000 active. AID 588473, 2011;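 active = activation of at least 50%, plus an integration ratio under a set limit after plate pattern correction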;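 also: plate controls were neutral control wells without compound for no effect and CRF at EC100 for full effect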
M4 antag = human M4 muscarinic receptor antagonists, primary screen, CHO cells, Fluo-8 calcium fluorescence; CHO-hM4 cells, ACh EC80; inhibition, % at 3 µM; 0.73% of 360,000 active;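 active = inhibition above its plate's cutoff, the mean inhibition of sample wells plus 3 SD, cut at about 27% in these data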;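 also: 0% = acetylcholine EC80 with DMSO and 100% = DMSO without agonist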
CHRM1 PAM = human M1 muscarinic receptor positive allosteric modulators, primary screen, CHO-K1 cells, Fluo-8 calcium fluorescence, 1536-well; 0.088% of 360,000 active; Muscarinic acetylcholine receptor M1 (Homo sapiens), P11229; activation, % at 3 µM; AID 588819, 2011; CHO-K1 hM1, ACh EC20; 0% = ACh EC20, 100% = maximal ACh; in the data active = activation above about 19%, passing the limit was not always enough
* marks the source's active call; other numbers are inactive results; nt = no result given.

Below each compound: M4 PAM, CHRM1 antagonist, M4 ag, M5 antag, M5 PAM, CHRM5 agonist, CRFBP-R2 agonist, M4 antag, CHRM1 PAM
Cn1c(SCc2nnc(-c3ccccc3)o2)nc2ccccc21
 : -0.4, -3.0, 0.8, -7.6, -3.0, -0.4, -0.1, -0.2, 6.6
COc1ccccc1CNS(=O)(=O)CCNC(=O)c1ccccc1
 : -0.3, -8.0, 1.7, -6.1, 2.5, -1.5, -0.7, -9.1, 9.2
Cc1cc2nc3n(c2cc1C)CC1CC(C(=O)NCCc2cccs2)N(C)C31 (centres undefined)
 : 5.8, -2.6, 3.5, 5.5, 2.8, 1.1, 1.5, -12.5, 4.5
C=C(C)C1CCC2(C(=O)O)CCC3(C)C(CCC4C5(C)C(C=O)C(O)C(C)(C)C5CCC43C)C12 (centres undefined)
 : 8.2, -10.6, 1.3, 4.4, 0.6, -2.0, 0.0, -7.3, 2.7
CC(C)OCCCNC1=C(Cl)C(=O)c2ccccc2C1=O
 : 2.5, -8.2, 0.6, -4.2, 8.1, -2.3, 0.1, -2.0, 17.1
COc1ccc(N2CCN(S(=O)(=O)c3ccc4c(c3)CC(C)N4C(=O)C3CC3)CC2)cc1 (centres undefined)
 : -6.0, 6.4, 0.3, 27.0*, -12.6, -3.0, 0.5, 7.7, -5.2
Fc1ccccc1-c1nc(NC2CCCC2)c2ccccc2n1
 : -0.3, 8.3, 3.3, 6.0, -5.3, -5.5, 1.5, 5.5, 0.2
CN(C(=O)CSc1ccncc1)C1CCCN(Cc2ccccc2F)C1 (centres undefined)
 : -1.1, 13.2, 1.2, -8.4, 3.1, -5.2, 1.1, -1.9, -7.7
CN(CCOc1ccc(Cl)cc1)C(=O)Cc1ccc(S(=O)(=O)N2CCOCC2)s1
 : -11.4, 19.3, 18.7, 15.6, -28.7, 2.7, 2.7, 19.2, -12.8
COc1ccccc1NC(=O)Oc1ccc(C(C)=O)cc1
 : 14.2, -4.1, 1.7, 0.2, -11.9, -3.3, 0.7, -15.7, 1.5
CC(Sc1nnc(COc2ccc(Cl)cc2)n1Cc1ccccc1)C(=O)O (centres undefined)
 : 4.9, -5.7, 2.7, 9.6, 2.3, -2.0, 1.3, -2.7, 4.1
COc1ccc(C2=NN(C(=O)COC(=O)c3ccc(S(C)(=O)=O)c([N+](=O)[O-])c3)C(c3ccco3)C2)cc1 (centres undefined)
 : -1.9, -0.4, -0.2, 1.7, -6.5, -0.7, -0.8, 9.7, -2.2
CCOC(=O)C1=C(CC)Nc2ccccc2N=C1NC(=O)Nc1ccccc1OC
 : -2.3, 3.4, 0.2, 7.1, 8.7, -5.1, 1.1, 3.7, 1.4
COc1ccc(C)cc1-n1cnc2sc(C)c(C)c2c1=O
 : 8.9, -14.9, 0.2, -9.2, 7.0, 0.2, 0.5, -6.1, 13.6
CCOc1ccc(/C=N/O)cc1
 : 10.4, -2.0, 0.2, 0.3, 8.2, 0.7, -0.3, 2.9, -2.5
COc1cccc(CC2(CO)CCN(Cc3ccc4cccc(F)c4n3)CC2)c1
 : -5.8, 5.3, 4.6, 5.1, 3.1, -6.6, -1.2, -5.8, -2.3
CCOc1ncccc1C(=O)OCc1cc(=O)oc2c(C)c(C)ccc12
 : 8.3, -12.6, 1.6, -3.6, 7.0, -3.3, -0.5, -3.8, 11.6
Cc1nc(Nc2ccc(F)cc2)[nH]c(=O)c1CCC(C)C
 : -1.9, 2.3, 2.4, 1.9, -7.5, -1.3, 6.6, -2.8, 0.2
CC(C)(C)OC(=O)N[C@@H](C(=O)OC(C)(C)C)c1ccc2c(c1)OCO2
 : 5.9, -2.6, -1.8, 1.6, -10.5, -3.9, 0.2, 15.3, -6.1
COc1ccc(NS(=O)(=O)c2ccc(NC(=O)Cc3cccs3)cc2)cc1
 : -5.7, 15.0, 11.9, 16.4, -5.0, 7.8, 16.6, 6.3, -1.0
CC(C)(C)n1nnnc1CN1CCN(C(c2ccccc2)c2ccccc2)CC1
 : -9.6, 13.9, 2.1, 6.6, -20.5, -11.4, -1.5, -1.5, -3.0
Cc1cccc(NC(=O)CN(C)S(=O)(=O)c2cnc[nH]2)c1
 : 9.2, -10.6, -0.1, -3.4, 1.6, 0.7, -2.1, 10.2, 8.9
COc1ccc(NC(=O)C2(c3ccc(NC(=O)c4ccc(C)cc4)cc3)CCCC2)cc1
 : -0.7, 10.2, 1.9, 8.0, -2.3, -3.8, -0.1, 19.9, -4.2
Cc1c(C(=O)NC(=S)NCC(C)C)oc2ccccc12
 : 8.2, 0.3, -0.1, 8.8, 2.3, -2.7, -2.1, -0.8, 1.2
Cc1ccc(C)c(CN2CCC(CNC(=O)Nc3ccc(C)c(C)c3)CC2)c1
 : -5.3, -13.9, 4.7, 2.9, -4.5, -2.3, -0.7, 3.0, 9.3
CC(C)(C)NC(=O)COC(=O)CNC(=O)c1cc(Cl)cc([N+](=O)[O-])c1
 : 3.9, -6.3, 1.2, -3.8, -4.0, 0.5, -3.2, -1.6, 8.5
Cc1ccc(-c2ccc(=O)n(CC(=O)NCCCN3CCCCC3)n2)cc1
 : 1.4, -7.1, 0.4, -5.4, 3.8, 0.3, -0.1, -1.2, 8.3
O=S(=O)(NCCC1=CCCCC1)c1ccc(Br)cc1
 : -4.9, -5.6, -1.1, -2.3, -0.5, -4.0, -1.8, 0.7, 0.2
COc1ccc(C)cc1S(=O)(=O)NC(C)C(=O)Nc1ccc2c(c1)OCO2 (centres undefined)
 : 7.2, -28.7, 0.3, -8.5, 6.7, -3.0, -1.3, -15.6, 21.6
Brc1ccc(-c2cn3ccccc3n2)cc1
 : 3.6, -29.0, -1.2, -13.5, 6.0, -1.5, -1.4, -7.4, 0.9
COc1ccccc1NC(=O)Nc1ccnn1C1CCN(C(=O)C2CCOC2)CC1 (centres undefined)
 : -5.6, -1.6, -0.7, -1.6, 4.9, -0.2, -0.1, 10.2, -0.1
CC(=O)C1=CCC(c2ccccc2)N(S(=O)(=O)c2ccc(C)cc2)C1 (centres undefined)
 : 0.2, -10.8, 1.3, 7.7, -3.5, -2.6, nt, -10.0, 1.8
COc1cc(C(=O)NCCN2CCOCC2)cc(OC)c1OC
 : -3.3, -16.3, -0.1, -1.0, -0.6, 1.2, -0.9, -4.2, 1.1
CC(C)(C)c1ccc(C(=O)N2CCC2(C)C(=O)Nc2cccc3ccccc23)cc1 (centres undefined)
 : -4.8, -3.8, -1.0, -14.3, 2.5, -1.2, nt, -16.7, -2.9
C=CCN=C1SCC(=O)N1S(=O)(=O)c1ccccc1
 : 5.2, -1.3, 0.7, -6.9, 1.2, -0.4, 0.7, 12.0, 7.7
O=C(O)/C=C\c1cccc(-n2nnnc2SCc2ccccc2F)c1
 : -0.1, -7.2, 0.9, 11.0, 5.1, -3.0, 1.7, -24.9, 3.1
O=C(Nc1ccc2c(c1)OCO2)C1CCN(C(=O)CSc2ncnc3ccccc23)CC1
 : -12.6, 6.9, 5.4, 11.1, -7.1, -2.1, -1.4, 13.5, 4.1
CCOC(=O)c1sc(NC(=S)NC(=O)CC(C)C)cc1C
 : -8.8, 8.3, -1.0, -2.0, -10.2, -4.9, 1.1, 3.4, -9.8
COc1cccc(C(=O)NC2CCCC2)c1
 : 1.6, -0.6, 1.8, 23.5, -12.2, -1.7, -0.7, -2.1, -1.7
Cc1ccc(C(=O)Nc2c(-c3ccc(Cl)cc3)[nH][nH]c2=O)cc1
 : 6.2, -11.8, 0.6, 9.8, -4.3, -2.1, nt, -6.7, -1.6

3 entries from above, field by field.
CC(C)(C)c1ccc(C(=O)N2CCC2(C)C(=O)Nc2cccc3ccccc23)cc1 (centres undefined)
  M4 PAM: -4.8 | CHRM1 antagonist: -3.8 | M4 ag: -1.0 | M5 antag: -14.3 | M5 PAM: 2.5 | CHRM5 agonist: -1.2 | CRFBP-R2 agonist: nt | M4 antag: -16.7 | CHRM1 PAM: -2.9
C=CCN=C1SCC(=O)N1S(=O)(=O)c1ccccc1
  M4 PAM: 5.2 | CHRM1 antagonist: -1.3 | M4 ag: 0.7 | M5 antag: -6.9 | M5 PAM: 1.2 | CHRM5 agonist: -0.4 | CRFBP-R2 agonist: 0.7 | M4 antag: 12.0 | CHRM1 PAM: 7.7
O=C(O)/C=C\c1cccc(-n2nnnc2SCc2ccccc2F)c1
  M4 PAM: -0.1 | CHRM1 antagonist: -7.2 | M4 ag: 0.9 | M5 antag: 11.0 | M5 PAM: 5.1 | CHRM5 agonist: -3.0 | CRFBP-R2 agonist: 1.7 | M4 antag: -24.9 | CHRM1 PAM: 3.1

Further entries follow.
Below each compound: M4 PAM, CHRM1 antagonist, M4 ag, M5 antag, M5 PAM, CHRM5 agonist, CRFBP-R2 agonist, M4 antag, CHRM1 PAM
CC1CCCC(C)N1C(=O)COC(=O)c1cc(-c2cccs2)nn1-c1ccccc1 (centres undefined)
 : -3.5, 24.8, 3.0, 10.4, -20.3, -7.7, 0.7, -10.3, -26.0
COc1ccc(S(=O)(=O)N2CCC(C(=O)N[C@@H](C)C(=O)NCc3cccnc3)CC2)cc1
 : 0.8, -15.3, 1.1, 1.2, -1.2, -1.0, 0.5, -4.9, 11.9
N#C/C(=C\c1c(N2CCN(c3ccccc3)CC2)nc2ccccn2c1=O)S(=O)(=O)c1ccccc1
 : 4.2, -5.9, 0.4, -8.1, 1.8, -2.6, 3.0, -7.9, 3.1
CC1CCCC(C)N1CCNC(=O)Nc1ccc(Cl)cc1 (centres undefined)
 : -11.5, 18.0, 6.5, 3.2, -9.2, -5.2, 1.4, -3.0, -8.2
CN(C)/C=C/C(=O)c1ccccc1OCc1cnc(Cl)s1
 : -12.2, 4.5, 14.3, 15.0, -25.5, 0.6, 0.4, 10.6, -4.3
Cc1cc(C(=O)Nc2c(C)nn(Cc3ccc(Cl)cc3)c2C)no1
 : 2.7, -12.8, -0.1, 1.9, 4.0, -2.9, -1.0, 4.3, 12.2
CC(C)Cc1nc(SCC(=O)NCC2CCCO2)c2c(=O)n(C)c(=O)n(C)c2n1 (centres undefined)
 : 9.0, -8.5, 0.9, -5.0, 4.0, -2.2, 0.0, -10.2, 7.6
O=C(N1CCCC1)C12CC3CCC(CC(C3)C1)C2
 : -2.6, -6.5, 0.6, 6.9, 1.6, -3.2, -0.3, 3.7, 5.3

Screening data: PubChem BioAssay, several laboratories
